Compound activity deposited in PubChem by several laboratories.
HDAC3 inhib: human HDAC3 inhibition | O15379 | recombinant HDAC3, fluorogenic peptide/trypsin coupled, fluorescence | inhibition, % at 8.3 µM | hit rate 0.15% among 320,000; in the data active = inhibition above about 26%, passing the limit was not always enough; inconclusive = no clear call, values can overlap the other calls
Target sequence (O15379 whole entry, looked up): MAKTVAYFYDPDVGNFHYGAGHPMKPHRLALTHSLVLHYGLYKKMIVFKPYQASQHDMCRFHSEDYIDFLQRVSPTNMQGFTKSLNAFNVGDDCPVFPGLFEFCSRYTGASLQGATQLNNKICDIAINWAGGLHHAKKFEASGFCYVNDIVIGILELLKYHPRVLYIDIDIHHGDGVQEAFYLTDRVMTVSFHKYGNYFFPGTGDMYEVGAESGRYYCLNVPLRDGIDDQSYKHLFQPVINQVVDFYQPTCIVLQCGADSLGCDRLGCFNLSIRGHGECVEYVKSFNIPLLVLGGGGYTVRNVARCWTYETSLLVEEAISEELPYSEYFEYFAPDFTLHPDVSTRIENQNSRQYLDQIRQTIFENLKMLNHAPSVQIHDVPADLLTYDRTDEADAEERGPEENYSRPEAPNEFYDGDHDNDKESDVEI
ANO1 block: blocks the mouse calcium-activated chloride channel TMEM16A | Q8BHY3 | HEK293 TMEM16A/YFP iodide influx fluorescence, ionomycin | normalized B-score (activity score, 25-100; higher = stronger inhibition) at 10 µM | hit rate 1.2% among 310,000 | AID 588511;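 active = ratio plate-corrected score three or more library SD toward inhibition, starting fluorescence score within five deviations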;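 note: score derived from kinetic fluorescence span divided by baseline fluorescence per well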
TMEM16A act: mouse TMEM16A channel activation, primary screen; Q8BHY3; B-score at 10 µM; AID 623877; hit rate 0.3% among 340,000; HEK293 TMEM16A/YFP-H148Q/I152L, iodide quench fluorescence; stronger effect = lower value;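 active = fluorescence-ratio B-score plate-corrected deviation score at least 3 library SD below zero, with starting fluorescence score within 5 deviations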;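 note: channel opened by trigger with iodide after compound preincubation; score built on the fluorescence ratio of max minus min over baseline; more negative score means more quench and so TMEM16A activation or potentiation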
RGS4 block: inhibitors of human RGS4; P49798; HEK293 M3R/RGS4 inducible, Fluo-4 calcium flux; stronger effect = higher value; triggered by carbachol at its EC20; B-score at 10 µM; AID 463165; hit rate 0.45% among 310,000;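 active = B-score, a plate-corrected calcium signal, over three deviations above library mean, with baseline fluorescence within five deviations of library mean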;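 note: RGS4 expression induced by doxycycline in cells with stable M3 receptor; B-score is computed from the integrated fluorescence ratio over baseline after carbachol; higher B-score means a larger calcium signal and so more RGS4 inhibition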
Target sequence (P49798 whole entry, looked up): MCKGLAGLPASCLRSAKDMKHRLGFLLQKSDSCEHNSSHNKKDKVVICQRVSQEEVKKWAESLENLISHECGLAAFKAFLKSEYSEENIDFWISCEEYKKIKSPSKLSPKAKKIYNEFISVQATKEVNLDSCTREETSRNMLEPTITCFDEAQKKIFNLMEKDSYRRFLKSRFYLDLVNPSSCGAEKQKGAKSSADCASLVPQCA
MrgX1 allo act: human MrgX1 positive allosteric modulation, primary screen. AID 588675. B-score at 10 µM. hit rate 0.63% among 310,000. MrgX1-HEK293, Fluo-4 calcium flux, FDSS; stronger effect = higher value;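 active = plate-corrected calcium response at least 3 library SD above typical, normal starting fluorescence, not activating the receptor alone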;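 note: compound read alongside a low EC10 to EC30 dose of BAM8-22 agonist; peak minus trough fluorescence over baseline measured at the second addition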
Target sequence (Q96LB2 whole entry, looked up): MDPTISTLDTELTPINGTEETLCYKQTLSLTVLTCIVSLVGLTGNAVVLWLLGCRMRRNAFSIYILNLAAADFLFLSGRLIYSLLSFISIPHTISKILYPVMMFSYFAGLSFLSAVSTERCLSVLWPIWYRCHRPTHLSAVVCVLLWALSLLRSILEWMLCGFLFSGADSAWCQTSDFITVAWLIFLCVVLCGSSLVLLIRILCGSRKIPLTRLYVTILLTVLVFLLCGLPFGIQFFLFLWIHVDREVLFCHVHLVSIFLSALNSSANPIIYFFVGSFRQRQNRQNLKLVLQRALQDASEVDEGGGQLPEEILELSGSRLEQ
TRPC6 inhibitor: inhibitors of mouse TRPC6 channel; HEK293-TRPC6, membrane potential dye, ACh-evoked depolarization; stronger effect = lower value; hit rate 1.1% among 310,000; Q61143; B-score at 10 µM;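 active = B-score under library mean minus 3 SD, initial fluorescence not abnormally high, positive integrated signal ratio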;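 note: B-score derived from integrated fluorescence ratio over the kinetic read; more negative B-score means stronger inhibition of depolarization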
MrgX1 agonist: activates human MrgX1 receptor signaling. MrgX1-HEK293 cells, Fluo-4 calcium fluorescence, agonist mode; stronger effect = higher value. B-score at 10 µM. hit rate 0.44% among 310,000. AID 588627;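 active = calcium response B-score plate-corrected fluorescence ratio at least 3 library SD, with starting fluorescence B-score inside 5 SD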
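Assay system: MrgX1-expressing HEK293 cells / Amount: fifteen thousand cells per well / Doses: test compound in the initial addition of three / Timing: cells plated overnight, dye loaded 0.5 h 37 °C, 0.5 h room temperature / Technique: kinetic calcium dye fluorescence, Fluo-4 NW / Control set: positive and negative controls per plate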
RGS4 act: potentiators or activators of RGS4; HEK293 M3R/inducible RGS4, carbachol calcium flux Fluo4; stronger effect = lower value; B-score at 10 µM; hit rate 0.92% among 310,000; AID 463111;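 active = B-score of the integrated calcium signal more than 4 SD below the library mean, with starting fluorescence not abnormally high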;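 note: negative B-score means reduced calcium response which marks RGS4 activation or potentiation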
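System – HEK293 FlpIn-TREx cells, stable M3R, doxycycline-inducible RGS4 · Reagent – ECmax carbachol challenge · Times – compound preincubation 20 min at room temperature before agonist · Technique – Fluo4 fluorescence kinetic imaging of calcium · Measure – B score of integrated Fluo4 ratio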
MrgX1 antagonist: human MrgX1 receptor antagonism, primary screen | MRGX1-HEK293 calcium flux, Fluo-4, BAM8-22 antagonism; stronger effect = lower value | B-score at 10 µM | hit rate 1.3% among 310,000;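 active = calcium-response B-score plate-corrected more than 3 library SD below zero, starting fluorescence within 5 deviations, no agonist response on first addition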;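 note: peak minus trough fluorescence over baseline after final BAM8-22 challenge near maximal dose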
SKKanGAS inh: SKKanGAS growth inhibition; hit rate 1.3% among 300,000; S. pyogenes SKKanGAS, kanamycin growth, BacTiter-Glo, 6 h; inhibition, % at 7.5 µM;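 active = mean replicate score, as percent of positive control median, at least 50; inconclusive = mean below 50 but one replicate at or above 50; inactive = mean and every replicate below 50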;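 note: strain carries kanamycin resistance gene driven by streptokinase promoter and grows in 40 µg/ml kanamycin; loss of luminescence reflects streptokinase promoter inhibition or plain growth inhibition; 0% = median of DMSO wells and 100% = positive control at its reference dose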
TRPC6 act: mouse TRPC6 channel activation | Q61143 | B-score at 10 µM | HEK293-TRPC6 membrane potential dye fluorescence; stronger effect = higher value | hit rate 0.13% among 310,000;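 active = B-score of the integrated fluorescence ratio above library mean plus 3 SD, and starting fluorescence ratio within library mean plus 5 SD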;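 note: higher score means more depolarization so channel activation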
* marks the source's active call; other numbers are inactive results; i = inactive; ? = inconclusive; . = no result given. No enrichment for hits. About 6.7% of those tested had a hit in this group.

SMILES	HDAC3 inhib	ANO1 block	TMEM16A act	RGS4 block	MrgX1 allo act	TRPC6 inhibitor	MrgX1 agonist	RGS4 act	MrgX1 antagonist	SKKanGAS inh	TRPC6 act
COC(=O)C(C(=O)OC)C(CC(=O)c1ccc(C)cc1)c1cc(OC)c(OC)c(OC)c1 (stereo unspecified)	-3.7	i	i	i	i	i	i	i	i	-5.6	i
CCN(CC)Cc1c(O)ccc2occ(C(=O)c3ccccc3)c12	-6.7	i	i	i	i	i	i	i	i	3.6	i
COC(=O)c1ccc(CSCC(=O)Nc2cc(OC)cc(OC)c2)o1	3.6	i	i	i	i	i	i	i	i	1.1	i
COc1cccc(N(C(=O)c2cnccn2)C(C(=O)NC2CCCCC2)c2ccc(Cl)cc2)c1 (stereo unspecified)	-0.6	i	i	i	i	i	i	i	i	-19.9	i
COc1ccc(N2CCN(C3CCCN(Cc4cccc(C(C)=O)c4)C3)CC2)cc1 (stereo unspecified)	0.9	i	i	i	i	i	i	i	i	-14.9	i
Cc1nn(CC(=O)NCCCc2ccccc2)c(=O)c2cc3occc3n12	3.0	i	i	i	i	i	i	i	i	-12.5	i
CCCCC1=NN2CCS(=O)(=O)N=C2S1	0.7	i	i	i	i	i	i	i	i	-3.9	i
CCCC(=O)NCCc1cc2c(C)ccc(C)c2[nH]c1=O	-0.5	i	i	i	i	i	i	i	i	-0.6	i
NC(=O)CC(NC(=O)Cc1cccc2ccccc12)c1ccc(NCCOc2ccccc2)c([N+](=O)[O-])c1 (stereo unspecified)	0.7	i	i	i	i	i	i	i	i	7.3	i
CC1CN(Cc2ccccc2)c2nc3c(c(=O)n(CC(=O)O)c(=O)n3C)n2C1 (stereo unspecified)	2.6	i	i	i	i	i	i	i	i	0.1	i
CN(C)S(=O)(=O)N1CCN(C(=O)N2CCCCCC2)CC1	1.4	i	i	i	i	i	i	i	i	-4.0	i
O=C(O)c1ccc2c(=O)n3c(nc2c1)/C(=C/c1ccccc1Br)CC3	-2.1	i	i	i	i	i	i	i	i	21.4	i
O=C(CNC(=S)N(Cc1ccc(F)cc1)C1CCCCC1)NC1CC1	1.5	i	i	i	i	i	i	i	i	-1.1	i
CCSc1nc(-c2ccc(OC)cc2)cc(-c2ccccc2)c1C#N	1.6	i	i	i	i	i	i	i	i	-1.3	i
Cc1cc(N2CCN(C(=O)c3ccco3)CC2)nc(-c2ccccc2)n1	0.6	i	i	i	i	i	i	i	i	-4.5	i
Cc1ccc(S(=O)(=O)N(C)C)cc1NC(=O)COC(=O)/C=C/c1ccc2ccccc2n1	-3.7	i	i	i	i	i	i	i	i	-9.5	i
CC(=O)NC(CCS(C)(=O)=O)C(=O)N1CCc2ccccc21 (stereo unspecified)	0.7	i	i	i	i	i	i	i	i	-1.6	i
O=C(NCc1ccccn1)c1ccc(S(=O)(=O)Nc2ccccc2F)cc1	-5.5	i	i	i	i	i	i	i	i	-3.7	i
O=S(=O)(N/N=C\C=C\c1ccccc1)c1ccc(Br)cc1	4.3	i	i	i	i	i	i	i	i	8.3	i
O=C(CC12CC3CC(CC(C3)C1)C2)NCc1ccncc1	-1.4	i	i	i	i	i	i	i	i	3.1	i
NNC(=O)c1ccc(COCC(F)(F)C(F)F)cc1	-2.7	i	i	i	i	i	i	i	i	-2.8	i
CCCCN(C(=O)Cn1nnc2ccccc21)C(C(=O)NCCOC)c1cccs1 (stereo unspecified)	-6.5	i	i	i	i	i	i	i	i	-4.7	i
CC(=O)Nc1ccc(NC(=O)C2CCN(C(=O)c3cccs3)CC2)cc1	5.0	i	i	i	i	i	i	i	i	-13.9	i
O=C(Nc1ccc(C(F)(F)F)cc1)C1(c2ccccc2)CC1	1.7	i	i	i	i	i	i	i	i	-0.9	i
CCOC(=O)N1CCN(C(=O)c2ccc(NS(=O)(=O)c3ccc(F)cc3)cc2)CC1	10.7	i	i	i	i	i	i	i	i	-2.5	i
O=C(O)/C=C/c1ccccc1Oc1ccc(Cl)cc1Cl	-13.8	i	i	i	i	i	i	i	i	10.4	i
CCOc1ccc(CCNC(=O)CCC(=O)Nc2ccc3nc(N4CCN(C)CC4)cc(C)c3c2)cc1OCC	.	i	i	i	i	i	i	i	i	-0.1	i
COc1ccc(OCCOC(=O)CNC(=O)c2ccc(Cl)cc2Cl)cc1	-1.1	i	i	i	i	i	i	i	i	-17.3	i
CN(C)S(=O)(=O)c1ccc(-c2ccccc2)cc1	-4.1	i	i	i	i	i	i	i	i	5.1	i
O=C(CCc1c[nH]c2ccccc12)NCC(=O)Nc1ccc(F)c(F)c1F	-7.9	i	-6.34*	i	i	i	i	i	i	-6.5	i
O=C(CSc1nncn1-c1cccnc1)Nc1ccccc1[N+](=O)[O-]	4.7	i	i	i	i	i	i	i	i	-1.8	i
O=C(NCc1cccnc1)/C(=C/c1ccc(-c2ccc(Cl)cc2)o1)S(=O)(=O)c1ccccc1	-2.0	i	i	i	i	i	i	i	i	-1.8	i
Nc1nnc(CC(=O)N/N=C\c2ccc(-c3cccc(Cl)c3)o2)s1	7.6	i	i	i	i	i	i	i	i	-5.0	i
N/C(CS(=O)(=O)c1ccc(F)cc1)=N\O	-10.6	i	i	i	i	i	i	i	i	-6.0	i
CCCCN1CC(=O)N2Cc3[nH]c4ccccc4c3C[C@H]2C1=O	-5.3	i	i	i	i	i	i	i	i	4.4	i
CSCCC(NC(=O)c1ccccc1)C(=O)N1CC=C(c2ccccc2)CC1 (stereo unspecified)	-0.6	i	i	i	i	i	i	i	i	-6.4	i
COc1cccc(/C=C/C(=O)OCC(=O)Nc2cccc(S(=O)(=O)N(C)C)c2)c1	-18.0	i	i	i	i	i	i	i	i	-7.3	i
COc1ccc(CCn2nnnc2C(CC(C)C)N2CCN(c3ncccn3)CC2)cc1OC (stereo unspecified)	-0.2	i	i	i	i	i	i	i	i	-4.1	i
COCCNC(=O)Cn1cnc2c1c(=O)n(C)c(=O)n2C	-0.5	i	i	i	i	i	i	i	i	0.2	i
Cc1cc(C)cc(NC(=O)CSc2nc3c(c(=O)[nH]2)CN(Cc2ccc(F)cc2)CC3)c1	0.9	i	i	i	i	i	i	i	i	22.0	i
Cc1ccc(NC(=O)c2cnc3ccccc3n2)cc1C	1.2	i	i	i	i	i	i	i	i	-7.1	i
COc1ccc(OC)c(/C=C/c2ccc3cccc(O)c3n2)c1	2.4	i	i	i	i	i	i	i	i	89.7*	i
CCOC(=O)C1=C(C)N=C2SCCC(=O)N2C1c1ccc(OC)cc1 (stereo unspecified)	1.0	i	.	i	i	i	i	i	i	-15.3	i
Cc1cccc(/C=N/NC(=O)c2ccc(NC(=O)c3ccc(Cl)cc3)cc2)n1	-2.8	i	i	i	i	i	i	i	i	8.2	i
CN(Cc1cnccn1)C(=O)C1CCC(=O)N(CCc2ccc(Cl)cc2)C1 (stereo unspecified)	-6.2	i	i	i	i	i	i	i	i	3.0	i
COc1ccc(-c2cc(C(=O)N3CC4(C)CC3CC(C)(C)C4)no2)cc1 (stereo unspecified)	2.2	i	i	i	i	i	i	i	i	11.7	i
CC(=O)Nc1nc2n(n1)C(c1ccc(F)cc1)C=C(c1ccccc1)N2 (stereo unspecified)	-17.7	i	i	i	i	i	i	i	i	-3.5	i
CCc1c(C(=O)Nc2ccc(S(=O)(=O)N3CCOCC3)cc2)csc1C	6.5	i	i	i	i	i	i	i	i	3.2	i
COCCCn1c(=N)c(C(N)=S)cc2c(=O)n3cccc(C)c3nc21	-97.5	i	i	i	i	-6.26*	i	i	i	-11.3	i
Clc1ccccc1-c1nnc2sc(-c3ccccn3)nn12	.	.	i	i	.	i	.	i	.	-9.6	i
CCc1ccc2[nH]c(=O)c(Cc3ccccc3)c(O)c2c1	3.2	i	i	i	i	i	i	i	i	3.1	i
CSc1nc2nc3c(cc2c(=O)n1-c1ccccc1C)CCCC3	.	i	i	i	i	i	i	i	i	-6.6	i
Cc1cc(OCC(=O)Nc2ccc(OCc3ccccc3)cc2)nc(C(C)C)n1	3.9	i	i	i	i	i	i	i	i	-7.7	i
COc1ccc(C(=O)CCC(=O)N2CCN(c3cccc(Cl)c3)CC2)cc1	2.3	i	i	i	i	i	i	i	i	-0.9	i
COC(=O)Cn1c(=NC(=O)CCS(=O)(=O)c2ccccc2)sc2c(OC)ccc(OC)c21	.	i	i	i	i	i	i	i	i	-3.0	i
CCC(C)NC(=O)c1cc(Sc2nnc(C)s2)nc2ccccc12 (stereo unspecified)	0.7	i	.	i	i	i	i	i	i	2.2	i
Cc1ccc(NC(NC(=O)OCCn2c([N+](=O)[O-])cnc2C)C(Cl)(Cl)Cl)cc1 (stereo unspecified)	8.7	i	.	i	i	i	i	i	i	2.8	i
N#C/C(=C\c1ccncc1)c1ccccn1	3.6	i	i	i	i	i	i	i	i	-2.7	i
CCOCCn1c(CN2CCC(Cc3ccccc3)CC2)nc2c1c(=O)n(C)c(=O)n2C	2.4	i	i	i	i	i	i	i	i	-4.7	i
CCN(CC)CCCC1(CN)OCCc2ccccc21 (stereo unspecified)	?	i	i	i	i	i	i	i	i	9.4	i
Continued:
SMILES	HDAC3 inhib	ANO1 block	TMEM16A act	RGS4 block	MrgX1 allo act	TRPC6 inhibitor	MrgX1 agonist	RGS4 act	MrgX1 antagonist	SKKanGAS inh	TRPC6 act
COc1ccc(C(=O)NNC(=O)c2cc(C)[nH]n2)cc1	-5.3	i	i	i	i	i	i	i	i	-13.4	i
O=C(C1CCN(S(=O)(=O)N2CCOCC2)CC1)N1CCN(c2ccc(F)cc2)CC1	-7.8	i	i	i	i	i	i	i	i	18.2	i
COc1ccccc1NC(=O)N1CCn2c(nc3ccccc32)C1	0.5	i	i	i	i	i	i	i	i	-11.6	i
COc1ccccc1CN1C(=O)CCC1(C)C(=O)NCc1cccnc1 (stereo unspecified)	2.2	i	i	i	i	i	i	i	i	1.0	i
CCCCN(c1ccc(C(=O)OC)cc1)S(=O)(=O)c1ccccc1	9.6	i	i	i	i	i	i	i	i	3.5	i
